# CRFBP-R2 block = antagonists of CRF-BP/CRF-R2 complex, primary screen, cell-based, HEK293, calcium dye fluorescence, uHTS; CRF-induced calcium fluorescence; inhibition, % at 11.8 µM; 350,000 compounds, 0.59% hits;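 active = inhibition of the ligand-induced calcium signal above about 50% at the single tested concentration, limit read from the data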
# CRFBP-R2 agonist = agonists of CRF-BP/CRF-R2 complex, primary screen, cell-based, HEK293, calcium dye fluorescence, uHTS. calcium dye fluorescence (FLIPR); percent of saturating CRF peptide response. 350,000 compounds, 0.46% hits. activation, % at 13.2 µM. AID 588473, 2011;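 active = activation of at least 50%, plus an integration ratio under a set limit after plate pattern correction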;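 note: plate controls were neutral control wells without compound for no effect and CRF at EC100 for full effect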
# IDE inh = human IDE inhibitors in live cells, primary screen, fluorescence polarization, HEK cells, FAbetaB substrate; inhibition, % at 5.59 µM; FAbetaB cleavage; 320,000 compounds, 0.41% hits; AID 434962, 2010;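 active = percent inhibition above the average of all tested compounds plus 3 SD, set per screening campaign, cut at about 16% in these data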;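 note: IDE supplied by intact live HEK cells; FP after avidin binding of uncleaved biotin substrate so inhibition keeps polarization high; 0% = DMSO wells and 100% = 60 µM reference IDE inhibitor Ii1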
# Target sequence (P14735 whole entry, looked up): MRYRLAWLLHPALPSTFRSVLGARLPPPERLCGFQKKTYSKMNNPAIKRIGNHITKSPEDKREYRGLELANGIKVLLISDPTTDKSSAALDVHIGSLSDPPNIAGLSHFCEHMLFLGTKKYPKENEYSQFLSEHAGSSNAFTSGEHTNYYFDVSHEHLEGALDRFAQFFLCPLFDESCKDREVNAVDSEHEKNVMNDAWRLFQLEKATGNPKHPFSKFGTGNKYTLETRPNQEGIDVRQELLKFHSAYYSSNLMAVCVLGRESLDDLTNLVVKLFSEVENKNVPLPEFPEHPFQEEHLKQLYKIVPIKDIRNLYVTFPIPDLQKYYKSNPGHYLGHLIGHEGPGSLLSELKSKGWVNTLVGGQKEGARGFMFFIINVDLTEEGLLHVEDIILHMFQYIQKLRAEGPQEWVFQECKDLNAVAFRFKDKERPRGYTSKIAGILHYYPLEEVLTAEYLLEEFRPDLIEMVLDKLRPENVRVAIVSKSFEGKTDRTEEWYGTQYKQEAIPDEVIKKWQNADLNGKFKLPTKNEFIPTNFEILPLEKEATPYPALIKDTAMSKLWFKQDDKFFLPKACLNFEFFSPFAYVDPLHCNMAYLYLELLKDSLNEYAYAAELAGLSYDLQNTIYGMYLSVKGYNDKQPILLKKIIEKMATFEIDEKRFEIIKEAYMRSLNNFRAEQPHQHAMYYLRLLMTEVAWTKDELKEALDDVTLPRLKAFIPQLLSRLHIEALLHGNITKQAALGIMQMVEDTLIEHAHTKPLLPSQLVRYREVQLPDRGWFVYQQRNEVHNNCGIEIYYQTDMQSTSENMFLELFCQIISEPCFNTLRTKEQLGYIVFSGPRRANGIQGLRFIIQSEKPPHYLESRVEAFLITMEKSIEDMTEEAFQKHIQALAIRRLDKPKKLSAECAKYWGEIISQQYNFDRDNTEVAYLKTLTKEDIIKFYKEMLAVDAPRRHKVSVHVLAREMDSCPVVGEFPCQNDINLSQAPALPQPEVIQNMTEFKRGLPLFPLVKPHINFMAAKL
# MEKK3 PB1 HTS = modulators of MEKK3-MEK5 PB1 binding, primary screen, biochemical, wildtype MEKK3, multiplex bead flow cytometry, Alexa488-MEK5; 290,000 compounds, 1.4% hits; Mitogen-activated protein kinase kinase kinase 3 (Homo sapiens), Q99759; AID 1529, 2009; bead-based flow cytometry, Alexa488-MEK5 binding to MEKK3; actives lie on both sides; 0 = blocked by unlabeled MEK5, 100 = vehicle; binding response (% of control), % at 10 µM;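 active = binding response more than 3 SD above or below the average of its plate-row segment, actives on both sides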;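 note: Alexa488 bead fluorescence after subtracting the streptavidin-only scavenger bead signal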
# PHOSPHO1 block = PubChem AID 1565; Phosphoethanolamine/phosphocholine phosphatase (Homo sapiens), Q8TCT1; recombinant PHOSPHO1, absorbance phosphatase assay; inhibition, % at 13.3 µM; 290,000 compounds, 1.1% hits; in the data active = inhibition above about 60%
# GalR3 antag = GalR3 antagonists in HEK293 cells, primary screen, cell-based, fluorescence readout; 360,000 compounds, 0.44% hits; HEK293 GalR3-CNG cAMP membrane potential fluorescence; galR3 body fused to GalR1 C-terminus; inhibition, % at 3 µM; AID 651719, 2012;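 active = inhibition above the screen-wide average plus 3 SD, cut at about 13% in these data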;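 note: forskolin and galanin both at EC90 stimulate the cells; cAMP rise reported by CNG channel membrane potential dye signal; 0% = forskolin plus galanin with DMSO and 100% = forskolin alone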
# pCIP destab = p/CIP-EGFP fusion destabilizers, primary screen, fluorescence, F442A cells. Q05BA5. 16 h. decrease of EGFP signal, % at 10 µM. 290,000 compounds, 0.01% hits. AID 1984, 2009;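 active = EGFP signal decrease of at least 30% at 10 µM or well 3 SD below plate mean, unless failing retest; inactive = the rest, including hits failing retest or dose response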; note: some compounds called inactive have numbers as strong as hits; many of its hits are not listed in these tables
# M4 PAM = human M4 muscarinic receptor positive allosteric modulators, primary screen, CHO-K1 cells, Fluo-8 calcium fluorescence; Muscarinic acetylcholine receptor M4 (Homo sapiens), P08173; CHO-K1 hM4/Gqi5, ACh EC20; 0% = ACh EC20, 100% = maximal ACh; activation, % at 3 µM; 360,000 compounds, 0.4% hits; AID 624126, 2012;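 active = activation above its plate's cutoff, the mean activation of sample wells plus 3 SD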; note: some results filed as inactive read as strong as hits
# IDE cell activ = human IDE activators in live cells, primary screen, fluorescence polarization, HEK cells, FAbeta-B substrate. Insulin-degrading enzyme (Homo sapiens), P14735. FAbeta-B cleavage; 0% vehicle, 100% cell-free pure enzyme wells. activation, % at 5.96 µM. 340,000 compounds, 0.073% hits;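 active = activation above the mean of all tested compounds plus 3 SD, set per screening campaign, cut at about 17% in these data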
# * marks the source's active call; other numbers are inactive results; / = not tested or not shown.
# A first look (5 entries):
1) Cc1oc(-c2ccc(Cl)cc2)nc1CS(=O)CC(=O)NCCN1CCCCCC1 (stereo unspecified)
2) CCOC(=O)c1c(C(C)(C)C)oc2ccc(O)cc12
3) CCSc1ncc(Cl)c(C(=O)Nc2sc3c(c2C(=O)NCc2cccnc2)CCCC3)n1
4) COc1ccc(C(=O)NCc2ccc(N3CCN(C(=O)OC(C)(C)C)CC3)cc2)cc1
5) Cn1c(SCC(=O)c2ccccc2)ncc(C(=O)Nc2ccccc2)c1=O

Screen / compound no.	1	2	3	4	5
CRFBP-R2 block	-4	4	-3	18	-5
CRFBP-R2 agonist	0.6	1.5	13	-2.6	1.2
IDE inh	7	4	4	2	-5
MEKK3 PB1 HTS	98	99	111	100	/
PHOSPHO1 block	28	20	34	-8	/
GalR3 antag	-1	/	-9	-4	-3
pCIP destab	-9	-3	-77	-6	/
M4 PAM	-5	5	5	-9	1
IDE cell activ	2	5	-1	1	3

# The list itself, from the first entry:
1) Cc1oc(-c2ccc(Cl)cc2)nc1CS(=O)CC(=O)NCCN1CCCCCC1 (stereo unspecified)
2) CCOC(=O)c1c(C(C)(C)C)oc2ccc(O)cc12
3) CCSc1ncc(Cl)c(C(=O)Nc2sc3c(c2C(=O)NCc2cccnc2)CCCC3)n1
4) COc1ccc(C(=O)NCc2ccc(N3CCN(C(=O)OC(C)(C)C)CC3)cc2)cc1
5) Cn1c(SCC(=O)c2ccccc2)ncc(C(=O)Nc2ccccc2)c1=O
6) O=S(=O)(Nc1ccccc1)c1ccc(Oc2ncc(C(F)(F)F)cc2Cl)cc1
7) CCN(c1cccc(C)c1)S(=O)(=O)c1ccc(-c2cc(C)no2)s1
8) CCNC(=O)n1nccc1C(C)Oc1cccc(C(F)(F)F)c1 (stereo unspecified)

Screen / compound no.	1	2	3	4	5	6	7	8
CRFBP-R2 block	-4	4	-3	18	-5	-57	11	5
CRFBP-R2 agonist	0.6	1.5	13	-2.6	1.2	32	0.0	-0.4
IDE inh	7	4	4	2	-5	5	2	3
MEKK3 PB1 HTS	98	99	111	100	/	107	101	107
PHOSPHO1 block	28	20	34	-8	/	-18	44	28
GalR3 antag	-1	/	-9	-4	-3	-2	-3	-2
pCIP destab	-9	-3	-77	-6	/	-7	2	-18
M4 PAM	-5	5	5	-9	1	-6	-9	4
IDE cell activ	2	5	-1	1	3	3	0	6

9) O=C(CSCCS(=O)(=O)c1ccc(Cl)cc1)Nc1ccccc1
10) Cc1ccnc(Sc2ncccc2[N+](=O)[O-])n1
11) CC(=O)c1c(N2CCN(CCO)CC2)nc(=S)n(-c2ccccc2)c1C
12) CC(/C=C/c1ccc(C)o1)=C\C(=O)O
13) CC(C)(C)OC(=O)N[C@H](C(=O)OC(C)(C)C)c1ccc(C(F)(F)F)cc1
14) O=C(N/N=C/c1ccc2c(c1)OCO2)c1cccs1
15) Cc1ccccc1C(=O)Nc1ccc(Br)cn1
16) CCOC(=O)N1CCN(Cc2nc3cc(NC(=O)c4ccco4)ccc3n2CC)CC1

Screen / compound no.	9	10	11	12	13	14	15	16
CRFBP-R2 block	1	5	-13	11	-16	-7	4	-1
CRFBP-R2 agonist	0.9	-0.5	1.6	-1.1	3.1	0.0	0.1	0.2
IDE inh	-4	1	10	2	1	5	4	-3
MEKK3 PB1 HTS	104	106	104	115	/	89	108	103
PHOSPHO1 block	-19	-4	11	8	/	-15	4	43
GalR3 antag	0	-2	-4	-2	-8	-2	-10	-1
pCIP destab	-17	-28	-9	-4	/	-2	9	-10
M4 PAM	-8	-1	7	9	-2	12	4	-8
IDE cell activ	1	-1	-2	-3	6	3	-1	1

17) Cc1cc(O)c(C(C)C)cc1NC(=S)Nc1cc(C(C)C)c(O)cc1C
18) Cc1ccc(OCc2ccc(C(=O)NCc3cccnc3)cc2)cc1C
19) CCOC(=O)N1CCN(C(=O)C2CCN(S(=O)(=O)c3ccc(Br)s3)CC2)CC1
20) CCOc1ccccc1NC(=O)CN(c1ccc(OC)cc1)S(=O)(=O)c1c(C)noc1C
21) O=C1NC(=Nc2ccccc2)S/C1=C/c1cccnc1
22) C=CCNC(=O)c1ccccc1CCc1ccccc1
23) O=C(Nc1ccc([N+](=O)[O-])cc1)Nc1ccc2c(c1)OCCO2
24) Cc1cc(=O)[nH]c(SCc2ccccc2)n1

Screen / compound no.	17	18	19	20	21	22	23	24
CRFBP-R2 block	-29	-7	10	-49	4	-3	19	0
CRFBP-R2 agonist	3.3	-0.7	3.5	0.0	-3.9	-5.0	36	-0.2
IDE inh	/	5	11	10	2	-2	-1	6
MEKK3 PB1 HTS	/	102	86	104	98	99	101	105
PHOSPHO1 block	/	37	-14	7	38	38	6	3
GalR3 antag	-6	-4	-2	-6	-3	-6	-5	-3
pCIP destab	/	-8	1	-10	-2	7	0	0
M4 PAM	-6	-11	3	1	3	-4	-16	-7
IDE cell activ	-4	-11	-1	8	0	2	-3	-5

25) CCOC(=O)N1CCN(C(=O)c2cnsn2)CC1
26) COC(=O)/C=C/C(=O)N1CCN(c2ccccc2C)CC1
27) NC(=O)c1ccsc1NC(=O)C1CCN(S(=O)(=O)c2cccs2)CC1
28) Cc1ccccc1NC(=O)Cn1nc(C)c2ccccc2c1=O
29) CC1CCCCC12NC(=O)N(CC(=O)c1ccc3c(c1)OCO3)C2=O (stereo unspecified)
30) Cc1occc1-c1nnc(SCC(=O)N2CCCCC2)n1C
31) CN1CCN(C(=O)c2ccc3c(=O)n(Cc4ccco4)c(=S)[nH]c3c2)CC1
32) Cc1ccc(Nc2ccc(S(=O)(=O)N3CCOCC3)cc2[N+](=O)[O-])c(C)c1

Screen / compound no.	25	26	27	28	29	30	31	32
CRFBP-R2 block	11	-2	-20	20	-17	8	-12	36
CRFBP-R2 agonist	-1.1	-1.4	-0.1	-1.6	2.4	-1.5	4.9	-2.4
IDE inh	4	2	0	0	-4	/	1	-3
MEKK3 PB1 HTS	104	106	/	95	/	/	99	100
PHOSPHO1 block	-7	2	/	29	/	/	69*	6
GalR3 antag	-3	2	-4	-13	-4	-6	-5	-6
pCIP destab	-4	-5	/	-8	/	/	-1	2
M4 PAM	8	-1	2	0	2	13	-3	0
IDE cell activ	3	2	1	0	1	1	5	4

33) COCc1c(C(=O)N2CCN(CCOc3ccccc3)CC2)oc2ccccc12
34) COc1c(C=NNC(N)=O)c(OC)c(OC)c2c1CCO2
35) CCC1CCCCN1CCCNC(=O)Cn1c(=O)c2cccn2c2cccnc21 (stereo unspecified)
36) O=C(Nc1ccccc1N1CCOCC1)c1ccccc1NS(=O)(=O)c1ccc(F)cc1
37) O=C(Nc1nnc(-c2ccc3c(c2)OCCO3)o1)C1CCCCC1
38) COc1ccc(C(CNC(=O)CCNS(=O)(=O)c2ccc(C)cc2)N2CCOCC2)cc1 (stereo unspecified)
39) O=C(NCCN1C(=O)S/C(=C\c2cccnc2)C1=O)c1cccc(OC(F)F)c1
40) CCCCN(C(=O)CN1CC(C)OC(C)C1)c1c(N)n(CC(C)C)c(=O)[nH]c1=O (stereo unspecified)

Screen / compound no.	33	34	35	36	37	38	39	40
CRFBP-R2 block	7	13	2	-6	-42	-9	-4	5
CRFBP-R2 agonist	-0.6	-3.9	-1.6	-5.8	-2.3	-0.6	-2.7	-2.5
IDE inh	2	/	5	-1	-1	-7	0	5
MEKK3 PB1 HTS	/	/	99	/	103	/	105	108
PHOSPHO1 block	/	/	26	3	-8	/	9	-6
GalR3 antag	-4	-1	-8	0	-4	0	-6	-1
pCIP destab	/	/	-3	5	-4	/	1	4
M4 PAM	4	4	-3	3	5	8	-2	0
IDE cell activ	4	1	-1	5	0	1	-6	7

41) COCCn1c(N)c(C(=O)OCc2ccccc2)c2nc3ccccc3nc21
42) Cc1ccc(SC(C)C(=O)NCC(C)C)cc1 (stereo unspecified)
43) CC(C)CCNC(=S)Nc1ccccn1
44) CCCN(C(=O)Cn1ncc2c([nH]c3ccccc32)c1=O)c1ccccc1C
45) Nc1ncnc2c1C1(CCCCC1)Cc1ccccc1-2
46) Cc1cc(N)n2ncc(-c3ccc(Cl)cc3)c2n1
47) Cc1cc(=O)oc2cc(NC(=O)CCC(=O)O)ccc12
48) O=C(NCc1ccccc1)C(c1ccc(O)cc1)N(C(=O)Cn1nnc(-c2cccs2)n1)c1ccc2c(c1)OCCO2 (stereo unspecified)

Screen / compound no.	41	42	43	44	45	46	47	48
CRFBP-R2 block	0	1	-22	-1	-37	10	3	-6
CRFBP-R2 agonist	0.0	0.2	-1.7	4.6	-1.2	-1.9	1.8	-0.1
IDE inh	4	-3	7	2	8	5	-1	1
MEKK3 PB1 HTS	95	103	101	101	95	99	81	92
PHOSPHO1 block	7	-4	-2	33	-30	29	44	21
GalR3 antag	-6	0	-2	0	1	-2	-4	-11
pCIP destab	-15	-4	-4	-6	-9	11	0	-6
M4 PAM	-6	5	4	-1	-5	14	0	0
IDE cell activ	0	1	-2	3	-4	-1	9	1

49) Cc1ccc(S(=O)(=O)NCC(=O)N2CCOCCOCCOCC2)cc1
50) COc1ccc(C(C(=O)NC2CCCCC2)N(C(=O)CCl)c2cccc(Cl)c2)cc1 (stereo unspecified)
51) CCOC(=O)CN1C(=N)N(c2nc(NC(C)C)nc(OC)n2)CC1=O
52) COc1cc(OC)c(OC)cc1/C=C1\CCC(C2CCCC2)C1=O (stereo unspecified)
53) COc1ccc(NC(=O)N2c3ccccc3C(C)=CC2(C)C)cc1
54) COc1ccc(C(=O)Nc2ccc(S(=O)(=O)Nc3nccc(C)n3)cc2)cc1[N+](=O)[O-]
55) COc1ccc(-n2c(SCC(=O)Nc3ccc(Cl)cc3)nc(O)c(Cc3ccccc3)c2=O)cc1
56) CC(=O)Nc1cc(NC(C)=O)c(CC(C)C)s1
57) COc1ccccc1C1OC2=C(Nc3ccc([N+](=O)[O-])cc3N2)C1=O (stereo unspecified)
58) C=CCOC(=O)C1C(=O)CC(C)(O)C(C(=O)OCC=C)C1c1ccc(OC)cc1 (stereo unspecified)

Screen / compound no.	49	50	51	52	53	54	55	56	57	58
CRFBP-R2 block	9	-26	3	3	24	3	-13	1	4	1
CRFBP-R2 agonist	0.2	-0.2	2.0	0.6	-4.8	-1.1	1.4	1.2	-2.6	0.3
IDE inh	6	7	7	2	0	0	-2	-4	1	-2
MEKK3 PB1 HTS	98	103	94	102	103	107	103	100	104	98
PHOSPHO1 block	14	-12	16	23	28	30	/	15	24	-13
GalR3 antag	-8	-3	-1	0	1	-9	-4	-2	-10	-1
pCIP destab	21	-2	-5	8	-2	10	-4	-13	4	-2
M4 PAM	8	19	24	1	-5	8	1	1	-3	4
IDE cell activ	-1	6	2	-1	6	1	5	4	0	4

# Screening data as filed in PubChem.
